Screening results deposited in PubChem BioAssay by several laboratories.
Dynein transport – dynein cargo transport inhibition; AID 1381; 0.47% of 220,000 active; 3617.4 mouse cells, GR-EGFP nuclear translocation imaging; test concentration mostly 20 µM; stimulated with dexamethasone, 1 µM; hits give low values; z-score, hits read low;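 active means plate z-score of nuclear minus cytoplasmic receptor signal below a set negative limit, without overly bright fluorescence or cell loss, cut at about -3.5 in these data, passing the limit was not always enough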;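 further: z-score of nuclear minus cytoplasmic ring GR-EGFP intensity difference per well; some compounds called inactive have numbers as strong as hits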
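Buffer or medium: tet-free, stripped-serum medium; reagent: dexamethasone at 1.0 µM final, 30 min; incubation: 48 h induction, 1 h compound, 30 min dex at 37 °C; measured by: formaldehyde fixation, Hoechst nuclear stain, 10x automated fluorescence imaging; read-out: nuclear-to-cytoplasmic GR-EGFP distribution per well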
WT yeast gro inh – growth inhibition of WT yeast, mitochondrial fusion screen; mitochondrial fusion phenotypic screen, WT strain; inhibition, % at 10 µM; 2.1% of 190,000 active; AID 1362; in the data active means inhibition above about 58%; tested in S. cerevisiae
Autophagy mod – autophagy modulation, high-content screen | MEF GFP-LC3 puncta imaging; test concentration mostly 10 µM | 0.98% of 190,000 active | calls only at 10 µM (by protocol);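 active means percentage of spot-positive cells more than 3 SD above its plate mean, without a fluorescence outlier flag or 80% toxicity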;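 further: spot-positive cell cutoff set from DMSO-treated cells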
bCat nuc transl – beta-catenin nuclear translocation modulation; nuclear translocation activity, % at 5 µM; 0.3% of 190,000 active; HeLa beta-catenin nuclear translocation, immunofluorescence imaging;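 active means nuclear translocation activity above 50% at 5 µM, with a well cell count of 50 or more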;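 further: per-cell ratio of nuclear to cytoplasmic median beta-catenin stain intensity; plate controls were DMSO negative control for no effect and GSK-3 inhibitor IX positive control for full effect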
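System: Human HeLa cells, endogenous beta-catenin | Compound dosing: 5 µM primary, 0.02–20 µM confirmation | Timing: 24 h compound exposure at 37°C, 5% CO2 | Measured by: Fluorescence imaging of beta-catenin antibody stain plus DAPI | Read-out basis: % activation of per-cell nuclear versus cytoplasmic median beta-catenin signal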
P. falciparum M1AAP – P. falciparum M1AAP inhibitors, biochemical, fluorogenic H-Leu-NHMec substrate, 1536-well (AID 1445); recombinant M1AAP, H-Leu-NHMec fluorogenic kinetic assay; higher % means a stronger effect; inhibition, % at 30 µM; hits with a dose series show IC50 in µM; 0.42% of 220,000 active;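 active means primary inhibition above the hit cutoff, then over 50% inhibition at one or more dose response concentrations, cut at about 23% in these data, passing the limit was not always enough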;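 further: plate controls were DMSO full reaction for no effect and no enzyme background for full effect; strong numbers were not always called active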
P. falciparum M17LAP – P. falciparum M17LAP inhibitors, primary screen, biochemical, fluorogenic H-Leu-NHMec substrate, 1536-well (AID 1619); recombinant M17LAP, H-Leu-NHMec fluorogenic kinetic assay; higher % means a stronger effect; inhibition, % at 30 µM; hits with a dose series show IC50 in µM; 0.38% of 220,000 active;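 active means compound inhibiting the enzyme by more than half at any dose during confirmatory dose-response retesting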;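 further: plate controls were full reaction with DMSO carrier for no effect and no enzyme background for full effect; strong numbers were not always called active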
Yfh1-off respiration – enhancers of respiration in Yfh1-depleted yeast, dose response, Friedreich's ataxia, plus single-dose screen (AID 1465) | S. cerevisiae Yfh1-off respiration, WST-1 reduction, 72 h; higher fold induction means a stronger effect | fold induction at 50 µM; hits with a dose series show EC50 in µM | 0.074% of 220,000 active;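 active means fold induction of absorbance versus untreated yeast above a set limit, then at least 30% activation at any dose in follow-up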;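 further: activators that raise dye reduction in frataxin-depleted yeast; strong numbers were not always called active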
MT stabilize HCS – microtubule stabilization, imaging screen | HeLa tubulin immunostaining HCS, 24 h; share of cells brighter than vehicle mean+2SD | % tubulin-high responders, % at 10 µM | 0.83% of 200,000 active;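 active means plate Z-score above 3 for both tubulin-high and condensed-nucleus cell shares, with cell loss under 80%, at 10 µM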;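 further: anti alpha tubulin signal scored within the nucleus-defined area of each cell; some results filed as inactive read as strong as hits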
T cell modulator – T cell immune modulators affecting CD8 T cell-vesicle binding; 2C CD8+ T cell-vesicle binding, flow cytometry; hits give low values; calls only at 7 µM; 0.068% of 330,000 active; AID 2052;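 active means response, share of CD8 T cells binding vesicles, and their 90th percentile fluorescence all below set limits, cut at about 80% in these data, passing the limit was not always enough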
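Benchmarks: naked versus QL9-loaded vesicles / Assay system: purified 2C TCR transgenic mouse naive CD8+ T cells / Technique: high-throughput flow cytometry with anti-B7-1 and anti-CD8 staining / Timing: Cell–vesicle co-incubation 1.5 h at 37 °C, staining 20 min on ice / Read-out: percent CD8+ FL2 mean versus row control / Probe or stimulus: QL9-loaded Drosophila micro-vesicles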
WT yeast gro inh mutant strain – recorded beside WT yeast gro inh, whose call it bears; inhibition, %; mitochondrial fusion phenotypic screen, mutant strain inhibition
Dynein transport cytoplasmic EGFP – further read-out of Dynein transport, marked with its call; z-score; measured here: cytoplasmic GR-EGFP intensity; hits give high values
Dynein transport nuclear GR-EGFP – recorded beside Dynein transport, whose call it bears; z-score; measured here: nuclear GR-EGFP intensity;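 lower value marks the stronger effect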
Dynein transport cell count – also measured in Dynein transport; calls as there; z-score; measured here: cell count per field
bCat nuc transl cell count 5 µM – second read-out of bCat nuc transl, no call of its own (marks repeat the call); cell count; measured here: cell count, cytotoxicity flag
T cell modulator vesicle-bound % – recorded beside T cell modulator, whose call it bears; double positive events, %; measured here: CD8+ vesicle-bound cell fraction;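 binding gate set so that unloaded-vesicle control wells show 10% double positive cells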
MT stabilize HCS Hoechst-high % – recorded beside MT stabilize HCS, whose call it bears; % Hoechst-high responders; measured here: nuclear condensation Hoechst responders;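 share of cells brighter than vehicle mean plus two SD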
MT stabilize HCS cytotoxicity % – also measured in MT stabilize HCS; calls as there; toxicity, %; measured here: cytotoxicity by cell density;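 0% = mean cell density of plate MIN control wells and 100% = no cells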
Autophagy mod cell loss 18 h – further read-out of Autophagy mod, marked with its call; toxicity, %; measured here: cell loss, nuclei count;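 cell loss after 18 h compound exposure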
Starred values were filed as active, the others as inactive; i = inactive; . = no result given.

SMILES	Dynein transport	Dynein transport cytoplasmic EGFP	Dynein transport nuclear GR-EGFP	Dynein transport cell count	WT yeast gro inh	WT yeast gro inh mutant strain	Autophagy mod	Autophagy mod cell loss 18 h	bCat nuc transl	bCat nuc transl cell count 5 µM	P. falciparum M1AAP	P. falciparum M17LAP	Yfh1-off respiration	MT stabilize HCS	MT stabilize HCS Hoechst-high %	MT stabilize HCS cytotoxicity %	T cell modulator	T cell modulator vesicle-bound %
COc1ccccc1NC(=O)COC(=O)/C=C/c1ccccc1[N+](=O)[O-]	-0.61	-0.31	-0.49	0.23	7	0	i	-10	-2.0	963	5%	10%	i	2.7	3.8	3.9	i	11
CN(C)S(=O)(=O)Oc1ccsc1C(=O)Nc1ccccc1Cl	-0.19	-0.21	-0.43	0.004	-7	-8	i	-2	-0.9	1340	-2%	-3%	i	1.0	1.6	10	i	38
COc1ccc(N)cc1S(=O)(=O)Nc1ccccc1Cl	0.46	-0.24	0.22	0.18	.	.	.	.	-0.9	1349	4%	5%	i	.	.	.	i	17
CCn1c(-c2cc(-c3cc(C)ccc3C)nc3ccccc23)n[nH]c1=S	0.74	-0.21	1.3	-0.78	-4	-8	i	-16	-3.3	540	8%	4%	i	2.4	2.8	6.8	i	36
Cc1ccc2[nH]c(=O)c(C(c3nnnn3CC3CCCO3)N3CCCc4ccccc43)cc2c1 (stereo unspecified)	0.61	0.038	0.29	0.1	-7	-5	i	-1	-7.8	1015	13%	-4%	i	4.5	2.5	4.3	i	15
CN=C1S/C(=C\c2ccc(N3CCOCC3)c(F)c2)C(=O)N1C	0.29	-0.24	0.38	0.65	2	-16	i	-5	-2.7	1089	2%	-2%	i	1.9	1.5	7.9	i	3
CCn1c(C(O)c2cccc(OC)c2OC)nc2ccccc21 (stereo unspecified)	0.98	-0.28	-0.33	-0.12	9	18	i	-2	.	.	-3%	8%	i	4.2	2.1	7.1	i	52
CNC(=O)/C=C1\NC(C)(C)Cc2c1ccc1ccccc21	-2.1	0.23	-1.6	-0.22	16	-13	i	-1	-0.3	1430	7%	-8%	i	3.7	1.5	0.2	i	40
CC1CCCC(C)N1C(=O)COC(=O)c1ccc[nH]c1=O (stereo unspecified)	-0.24	2.4	0.71	1.8	-9	-8	i	-2	0.0	1038	3%	-1%	i	3.1	1.6	7.1	i	26
O=C(Cn1c(C(F)(F)F)nc2ccccc21)NCCN1CCCC1	-0.66	-0.27	-0.98	0.62	10	13	i	-12	-0.2	1056	3%	10%	i	4.2	2.2	4.3	i	14
Cc1nn(-c2cccc(C(F)(F)F)c2)c(=O)c2noc(C)c12	0.94	-0.2	0.43	-0.4	.	.	.	.	-3.1	1203	3%	4%	i	.	.	.	i	30
CCOC(=O)Cn1c(CN(Cc2ccccc2)Cc2ccccc2)nc2c1c(=O)[nH]c(=O)n2C	0.19	-0.18	0.08	-0.14	3	29	i	17	.	.	5%	-1%	i	3.2	2.5	10.0	i	10
Cc1nc(NC(C)c2ccccc2)c2c3c(sc2n1)CCC3 (stereo unspecified)	0.61	-0.062	0.49	-1	32	34	i	38	.	.	2%	-1%	i	1.3	1.7	7.5	i	28
Cc1ccc(NC(=S)N/N=C/c2ccc([N+](=O)[O-])s2)cc1	-0.66	0.019	-0.59	0.46	74	90	i	-9	-2.6	458	0%	0%	i	2.3	1.1	2.3	i	34
O=C(NCCOc1cccc(Oc2ccccc2)c1)c1cc(-n2cnnc2)ccc1Cl	0.54	0.1	0.21	-0.77	-1	12	i	20	0.8	1102	0%	7%	i	4.6	2.1	4.2	i	58
Cc1ccc(NC(=S)Nc2cccc(S(=O)(=O)Nc3c(C)n(C)n(-c4ccccc4)c3=O)c2)cc1	-0.6	0.73	0.26	0.14	0	3	i	-10	1.5	941	13%	11%	i	3.2	2.1	6.5	i	21
COC(=O)c1cc(NC(=O)CN(C)Cc2ccccc2)cc(C(=O)OC)c1	-1.8	0.36	-0.77	-4.8	.	.	.	.	0.1	1110	5%	7%	i	.	.	.	i	41
Cc1ccn2c(Nc3ccc4c(c3)OCO4)c(-c3ccccn3)nc2c1	-0.55	0.35	-0.48	0.56	14	0	i	-14	-2.2	1102	12%	8%	i	3.0	1.6	5.0	i	8
C=CCC(c1ccccc1F)N(CCN1CCOCC1)C(=O)Nc1cccc(Cl)c1 (stereo unspecified)	-0.51	-0.34	-0.17	0.64	9	-5	i	0	-0.1	1215	-1%	-8%	i	1.0	1.4	4.1	i	35
Cc1onc(-c2ccccc2)c1C(=O)Nc1ccc(N2CCOCC2)cc1	0.021	-0.25	0.68	0.32	8	-2	i	28	-4.3	1159	14%	5%	i	2.4	1.6	2.0	i	17
COc1ccc(C(=O)NC(Nc2ccccc2)C(Cl)(Cl)Cl)cc1 (stereo unspecified)	3.3	-0.24	1	-0.63	-1	-2	i	30	-0.7	1365	-1%	-3%	i	2.1	1.2	1.6	i	34
O=C(O)C1CC=CCC1C(=O)NCc1ccc2c(c1)OCO2 (stereo unspecified)	0.44	-0.25	0.11	0.95	-4	-7	i	-4	-1.0	1146	-4%	2%	i	3.8	1.4	4.4	i	31
Cc1ccc(NCC(=O)N/N=C/c2cc3ccccc3nc2Cl)cc1	-1	0.081	0.22	-0.39	68*	-9.4*	i	-24	-1.7	1433	11%	-10%	.	3.4	2.1	3.3	i	21
NCCCCCc1nnc(SCC(N)=O)o1	-0.088	-0.14	0.11	0.23	-1	-9	i	15	-1.1	1129	3%	-8%	i	7.5	2.1	9.1	i	36
CCSC1=NC(=O)/C(=C2/C=Cc3ccccc3N2CC)S1	-0.1	-0.02	-0.22	1.3	24	-7	i	11	-3.7	1101	-4%	-12%	i	6.2	1.4	0.3	i	52
Continuation:
SMILES	Dynein transport	Dynein transport cytoplasmic EGFP	Dynein transport nuclear GR-EGFP	Dynein transport cell count	WT yeast gro inh	WT yeast gro inh mutant strain	Autophagy mod	Autophagy mod cell loss 18 h	bCat nuc transl	bCat nuc transl cell count 5 µM	P. falciparum M1AAP	P. falciparum M17LAP	Yfh1-off respiration	MT stabilize HCS	MT stabilize HCS Hoechst-high %	MT stabilize HCS cytotoxicity %	T cell modulator	T cell modulator vesicle-bound %
COC(=O)Cc1ccc(NC(=S)NCc2ccccc2OC)cc1	0.65	-0.18	0.47	-0.54	11	13	i	-3	0.2	1588	-1%	15%	i	1.3	1.7	4.0	i	24
N#Cc1cccc(NC(=O)COC(=O)c2ccc3c(=O)n4c(nc3c2)CCC4)c1	-0.44	-0.33	0.002	0.66	-16	5	i	6	1.0	945	0%	2%	i	8.6	2.1	0.1	i	58
Cc1cc(C)c2c(N)c(C(=O)NN3CC(=O)N(c4ccccc4F)CC3=O)sc2n1	-0.094	-0.2	0.18	-0.37	-9	8	i	-3	0.3	1109	6%	-95%	i	1.9	1.8	7.2	i	46
O=C(CN1C2CCCC1CC(NC(=O)c1ccccc1)C2)Nc1nccs1 (stereo unspecified)	0.23	-0.26	0.077	1.2	-8	-2	i	-1	1.1	588	0%	-11%	i	2.3	1.6	4.5	i	15
CCOc1ccc(Cl)cc1CSc1n[nH]c(C)n1	0.39	-0.33	0.62	-0.059	-7	19	i	1	1.5	1521	2%	-1%	i	3.3	2.2	10	i	65
CCSc1nnc2ccc(-c3ccco3)nn12	-0.044	-0.19	0.67	-0.68	-2	9	i	-4	-1.6	1065	4%	8%	i	4.5	2.2	6.3	i	31
CCc1nnc(NC(=O)c2cccnc2)s1	0.54	-0.38	-0.082	0.2	-4	1	i	-3	.	.	-3%	14%	i	1.2	1.1	10	i	35
CCOP(=O)(Nc1ccc2oc(=O)c3ccccc3c2c1)OCC	0.65	-0.7	0.56	-1.1	.	.	.	.	-0.8	1443	10%	-3%	i	.	.	.	i	52
CC(NC(=O)CC1Nc2ccccc2NC1=O)c1ccccc1 (stereo unspecified)	-0.32	0.038	0.69	0.23	-1	9	i	22	.	.	3%	-11%	i	3.4	2.7	7.8	i	42
CCOC(=O)Cc1nnc(NC(=O)C23CC4CC(CC(C4)C2)C3)s1	2.3	1.9	1.9	-1.7	.	.	.	.	1.9	1301	0%	1%	i	.	.	.	i	31
Cc1cc(C)n2cc(CSc3nc4ccccc4[nH]3)nc2n1	1.6	-0.17	0.9	-0.49	-8	-4	i	4	-1.0	1142	5%	9%	i	5.3	2.9	8.2	i	47
CCn1c(/C=C/c2cccc([N+](=O)[O-])c2)nc2ccccc2c1=O	1.3	-0.35	0.51	0.0089	6	3	i	8	0.4	1304	7%	-1%	i	5.5	1.5	12	i	35
O=C(c1cccc2ccccc12)N1CCN(CC2CC=CCC2)CC1 (stereo unspecified)	-0.084	0.081	0.35	0.17	8	-2	i	12	-4.4	1207	-1%	12%	i	3.9	2.6	12	i	32
